AmpC inh no detg: blocks E. coli AmpC beta-lactamase in detergent-free assay; P00811; AID 485341; actives 0.52% (n = 330,000); Potency, µM (doses to about 57.1 µM), inactives show at the highest dose activity change, negative = inhibition, usual class: inhibitors; AmpC nitrocefin hydrolysis, absorbance 480 nm, 0.0001% Triton;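 note: potency is the fitted concentration of half-maximal effect; plate controls were no compound for no effect and no enzyme for full effect; nearly all actives have a fitted effect of over 20% in size; some results filed as inactive show a strong effect at the top dose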
Target sequence (P00811 whole entry, looked up): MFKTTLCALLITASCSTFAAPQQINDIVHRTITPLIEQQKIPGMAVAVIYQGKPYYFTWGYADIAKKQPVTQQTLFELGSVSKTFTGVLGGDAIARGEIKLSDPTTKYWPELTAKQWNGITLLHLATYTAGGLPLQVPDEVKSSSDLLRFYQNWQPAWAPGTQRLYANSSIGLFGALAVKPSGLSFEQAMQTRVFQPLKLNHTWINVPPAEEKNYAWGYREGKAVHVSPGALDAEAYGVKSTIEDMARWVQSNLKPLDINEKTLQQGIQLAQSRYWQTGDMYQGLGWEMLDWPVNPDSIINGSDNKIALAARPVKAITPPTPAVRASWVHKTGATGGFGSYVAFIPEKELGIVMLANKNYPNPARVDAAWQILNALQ
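20 mM phosphate pH 7.0 + 0.01% (detergent screen) or 0.0001% Triton X-100; 5.3 nM AmpC reagent; cpd preinc 15 min RT; nitrocefin (800 uM stock) to start; A480 q20 s × 4 min; Activity was normalised to no-enzyme and no-compound control wells.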
Sm TGR inh: inhibitors of Schistosoma mansoni thioredoxin glutathione reductase. Q962Y6. purified TGR, DTNB reduction, TNB absorbance 405 nm. Potency, µM (series often up to 114 µM), for inactives: top-dose activity change, negative = inhibition, usual class: inhibitors. actives 3% (n = 360,000). AID 485364; note: potency is the fitted concentration of half-maximal effect; nearly all actives have a fitted effect of over 60% in size
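TGR 20 nM + NADPH 100 uM (dispensed conc.), cpd preinc 15 min RT; start with NADPH (500 uM addition) then DTNB (15 mM addition). Kinetic TNB absorbance, 405 nm filter. Four-parameter Hill fit across titration.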
HCMV inh: human cytomegalovirus inhibition; HFF cells, HCMV-luciferase reporter, 72 h; stronger effect = lower value; activity change, negative = inhibition, % at 57.5 µM; actives 4.5% (n = 410,000); AID 1259415; in the data active = activity change below about -60%; inconclusive = no clear call, values can overlap the other calls; inactive = above about -39%
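Compounds were evaluated in HFFs infected with an HCMV luciferase reporter virus (MOI 1 PFU/cell). Luciferase in lysates collected 72 h post infection served as the replication measure.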
AmpC inh detg: inhibitors of E. coli AmpC beta-lactamase with detergent. actives 0.041% (n = 370,000). Potency, µM (titrated, usually from 114 µM), without a hit: top-dose activity change, negative = inhibition, usual class: inhibitors. P00811. AID 485294. AmpC hydrolysis of nitrocefin, absorbance 480 nm, 0.01% Triton;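 note: potency is the fitted concentration of half-maximal effect; 0% = no-compound wells and -100% = no-enzyme wells; nearly all actives have a fitted effect of over 25% in size; some results filed as inactive show a strong effect at the top dose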
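20 mM phosphate pH 7.0 + 0.01% (detergent screen) or 0.0001% Triton X-100; 5.3 nM AmpC reagent; cpd preinc 15 min RT; nitrocefin (800 uM stock) to start; A480 q20 s × 4 min; Activity was normalised to no-enzyme and no-compound control wells.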
AMA1-RON2 inh: AMA1-RON2 (P. falciparum) interaction inhibition; AlphaScreen AMA1-biotinylated RON2 peptide binding; Potency, µM (series often up to 58.2 µM), for inactives: at the highest dose activity change, negative = inhibition, most hits filed as inhibitors; actives 0.2% (n = 360,000); AID 720542;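 note: potency is the fitted concentration of half-maximal effect; 0% = vehicle wells and -100% = peptide control; nearly all actives have a fitted effect of over 45% in size; some results filed as inactive show a strong effect at the top dose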
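AMA1 (3D7) with his tag at 25 nM final met compounds first, then biotinylated RON2 peptide at 25 nM; detection used donor plus acceptor beads, 10 µg/mL apiece, read by AlphaScreen after 30 min at room temperature.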
Tb PYK inh: T. brucei pyruvate kinase inhibition | Q57TT1 | AID 624173 | Potency, µM (highest dose often 76.8 µM), for the others: top-dose activity, negative = inhibition, hits mostly inhibitors | TbPYK enzyme, Kinase-Glo Plus ATP luminescence, 45 min | actives 0.12% (n = 410,000); note: potency is the fitted concentration of half-maximal effect; nearly all actives have a fitted effect of over 50% in size
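TbPYK + substrate in 50 mM TEA pH 7.2, 100 mM KCl, 10 mM MgCl2, 0.05% BSA, 0.01% Tween-20; cpd pinned; ADP 130 uM final; 45 min RT; Kinase-Glo Plus 10 min; luminescence endpoint.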
LmPK inhibitor: LmPK (Leishmania mexicana) enzyme inhibition. actives 0.37% (n = 290,000). AID 1721. Potency, µM (titrated, usually from 57.5 µM), without a hit: at the highest dose activity change, negative = inhibition, hits mostly inhibitors. Q27686. purified LmPK, Kinase-Glo ATP luminescence, 1 h; note: potency is the fitted concentration of half-maximal effect
Target sequence (Q27686 whole entry, looked up): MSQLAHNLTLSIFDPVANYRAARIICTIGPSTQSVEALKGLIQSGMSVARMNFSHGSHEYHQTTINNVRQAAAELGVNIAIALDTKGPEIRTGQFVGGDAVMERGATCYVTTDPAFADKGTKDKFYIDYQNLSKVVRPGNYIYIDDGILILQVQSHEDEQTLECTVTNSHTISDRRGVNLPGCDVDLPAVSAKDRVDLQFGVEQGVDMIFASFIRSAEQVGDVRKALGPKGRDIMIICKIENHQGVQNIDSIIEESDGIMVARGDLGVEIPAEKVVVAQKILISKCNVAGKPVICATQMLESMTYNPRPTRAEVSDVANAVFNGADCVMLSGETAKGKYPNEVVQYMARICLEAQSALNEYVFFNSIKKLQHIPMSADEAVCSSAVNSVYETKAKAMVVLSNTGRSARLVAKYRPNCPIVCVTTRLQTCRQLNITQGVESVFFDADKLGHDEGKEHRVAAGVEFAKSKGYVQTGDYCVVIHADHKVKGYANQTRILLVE
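0.1 nM LmPK, 0.5 mM PEP, 0.1 mM ADP; 50 mM imidazole pH 7.2, 7 mM MgCl2, 50 mM KCl; 1 h RT. Kinase-Glo luminescence readout, normalized to no-enzyme (full inhibition) and uninhibited wells.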
An asterisk follows results filed as active; ? = inconclusive; nt = not tested or not shown; & = joins results of further samples; [ ] = remark or other dose. Unless noted, calls come from the whole dose curve; as a rule, active = well fitted curve in the direction sought with a large enough effect; inconclusive = small, poorly fitted or top-dose-only effect, or another doubt; inactive = no such curve, though single readings can be large; an effect the other way counts as inactive or inconclusive. Unless noted, % is set by controls: 0 for no effect and ±100 for the full control effect.

SMILES,AmpC inh no detg,Sm TGR inh,HCMV inh,AmpC inh detg,AMA1-RON2 inh,Tb PYK inh,LmPK inhibitor
COc1ccc(OC)c(NC(=O)Cn2cnc3c(cnn3-c3ccccc3)c2=O)c1,-15.0%,-0.3%,39.6,?,1.0%,1.7%,4.7%
CSc1nnc(-c2ccc(S(=O)(=O)N3CCOCC3)cc2)n1C,-13.9%,1.0%,-8.2,1.8%,-11.5%,0.2%,-6.0%
COc1ccc(CNC(=S)N2CCN(Cc3ccccc3)CC2)cc1,23.3%,4.9%,-27.0,?,?,7.1%,-6.5%
COc1ccccc1NC(=O)CNC(=O)Cn1c(C)cc2ccccc2c1=O,11.9%,0.1%,6.2,-2.0%,18.8%,6.1%,-5.0%
Cc1ccc(Cl)cc1N1CCN(S(=O)(=O)c2ccc3[nH]c4c(c3c2)CCCCC4)CC1,nt,1.4%,1.4,-0.6%,nt,4.6%,nt
O=C(CN1C(=O)NC2(CCCCCC2)C1=O)N1CCN(S(=O)(=O)c2ccc(Cl)cc2)CC1,31.5%,-13.8%,-4.1,5.0%,-0.4%,3.3%,1.7%
Cc1ccc(-n2nc(CN3CCOCC3)c(-c3ccccc3)c2N)c(C)c1,-9.6%,-7.8%,?,?,-14.7%,-7.9%,0.6%
COC/C=C/C1=CC2=CC(=O)C(C)(OC(=O)c3cnc4ccccc4n3)C(=O)C2=CN1Cc1ccc(OC)cc1 (centres undefined),88.9%[activator],15.8µM*,-25.5,0.2%,-17.0%,2.1%,-4.9%[11.5 µM]
COc1ccc(OC)c(/C=N/NC(=O)Cc2nc3ccccc3[nH]2)c1,-27.2%,5.8%,65.1,-8.8%,-2.7%,7.9%,0.6%
Nn1c(SCC(=O)NC2CCCCC2)nnc1C1CC1,-3.8%,2.5%,-10.4,-3.3%,1.2%,-2.2%,2.4%
COc1ccc2c(c1)CCCN2C(N)=Nc1ccc(Cl)cc1,-21.6%,-4.4%,-11.8,-10.6%,9.2%,-9.1%,1.3%
COc1ccc(NC(=O)Nc2cc(NC(=O)Nc3ccc(OC)cc3)c(C)nc2C)cc1,-4.1%,-2.2%,-24.8,?,6.4%,-2.0%,-4.8%
O=C1SC(c2ccccc2)=C/C1=C\N1CCCCC1,-25.1%,0.0%,99.8,-12.0%,-25.0%,0.1%,-0.9%
O=C(COC(=O)C1CCC1)Nc1cc(S(=O)(=O)N2CCOCC2)ccc1Cl,nt,nt,81.7,nt,-0.2%,-0.8%,nt
COc1cccc(C2=CC(c3cccc(OC)c3OC(F)F)n3nnnc3N2)c1 (centres undefined),-16.4%,-6.0%,24.8,?,8.1%,-1.7%,-3.7%
CCOc1ccc(NC(=O)C[n+]2ccccc2)cc1,-14.5%,-7.7%,-36.2,-9.7%,-6.5%,-6.4%,2.2%
CC(=O)N1CCC(N(C(=O)Nc2ccc(C)c(F)c2)C(C)C)CC1,nt,1.3%,41.1,-3.0%,nt,-8.8%,nt
CC(=O)Nc1ccc(NC(=O)C2CCN(S(=O)(=O)c3ccc4c(c3)OCCO4)CC2)cc1,-17.6%,-3.7%,?,?,1.3%,-2.1%,nt
O=C(COC(=O)CCc1nc2ccccc2s1)NCc1ccco1,-7.2%,-16.1%,-20.1,6.0%,-2.3%,-7.1%,-1.3%
CN(C)c1ncnc2c1ncn2[C@H]1CN(Cc2ccc(F)cc2)C[C@@H](CO)O1,nt,nt,3.8,nt,-12.4%,4.2%,nt
C=CCn1cnc2c(nnn2-c2ccc(C)c(Cl)c2)c1=O,-17.6%,4.8%,3.6,5.1%,-0.8%,-6.0%,-0.9%
COc1ccc(/C=C/C(=O)NC(=S)NNC(=O)c2cccs2)cc1,-13.8%[11.4 µM],-9.8%,18.0,-15.4%,16.2%,-13.4%,3.7%
O=C(Cn1cccc1C(=O)c1ccccc1)NCc1ccccc1Cl,-27.9%,6.4%&-1.1%,-15.9&8.3,?,1.5%,-0.6%&-6.8%,5.1%
Cc1cc(C)c2[nH]c(O)c(N=Nc3ccc(C(=O)O)cc3)c2c1,7.3%,6.4%,36.9,-9.4%,11.7%,-0.2%,1.1%
Cc1cc([N+](=O)[O-])ccc1NC(=O)c1cncc(Br)c1,-10.5%,-1.8%,?,-8.8%,3.7%,-1.0%,2.5%
C=CCc1ccc(OCCCCN2CCC(C)CC2)c(OC)c1,3.5%,-8.6%,-29.6,-9.9%,-11.6%,9.1%,-2.2%
Cc1nc2sc(C(c3ccc(C(C)C)cc3)N3CCN(CCO)CC3)c(O)n2n1 (centres undefined),122.4%[activator],0.9%,19.4,?,2.9%,-2.8%,1.5%
C=C1CCN([C@H](C(=O)NCc2cc(OC)c(OC)c(OC)c2)C(C)C)S(=O)(=O)c2ccccc21,-0.2%,-2.2%,9.8,-0.6%,8.9%,1.2%,0.9%
CN(c1ccccc1)S(=O)(=O)c1ccc(Cl)c(C(=O)OCC(=O)NCc2ccco2)c1,-50.0%,22.4µM*,0.0,2.2%,-19.4%,-2.8%,7.5%
Cc1ccc(Nc2ccc3cc(S(=O)(=O)N4CCC(C)CC4)ccc3n2)c(Cl)c1,nt,-3.7%,-12.1,-6.3%,nt,0.1%,nt
C=CCOc1c(Cl)cc(CNc2ccc3[nH]c(=O)[nH]c3c2)cc1OC,-40.4%,-24.7%,-29.6,?,-0.5%,7.6%,-2.8%
CC(=O)N1CCc2c(sc(NC(=O)C3COc4ccccc4O3)c2C(N)=O)C1 (centres undefined),98.4%[activator],-35.2%,36.7,-2.3%,13.4%,-12.3%,-1.7%
Cc1ccccc1C(=O)Nc1ccc(-c2nc3ccc(C(=O)c4ccccc4)cc3[nH]2)cc1,?,3.4%,?,-3.7%,-3.9%,7.5%,3.9%
S=c1[nH]nc(-c2ccccn2)n1/N=C/c1ccc(Br)s1,-27.4%,0.4%,19.3,-12.8%,-44.0%,?,-8.0%
CCNC(=O)c1ccccc1NC(=O)C1CC(=O)N(C(C)C)C1 (centres undefined),-9.5%,-2.3%,-6.4,10.5%,-0.2%,-2.0%,2.7%
O=C(O)c1ccccc1N(Cc1ccccc1)C(=O)COc1ccccc1,-12.0%,-21.7%,-23.4,2.4%,-7.1%,-1.9%,1.3%
Cc1cccc(CN2CCN(C3CN(Cc4cn(Cc5ccc(F)cc5)nn4)S(=O)(=O)C3)CC2)c1 (centres undefined),nt,nt,?,nt,1.9%,-3.7%,nt
CC(=O)Nc1ccc(S(=O)(=O)c2ccc(C)cc2)cc1,-15.8%,-19.4%,-26.1,-0.1%,-4.6%,-1.5%,0.0%
O=C(NCCc1ccccc1)c1cccc(NC(=O)C2CC2)c1,nt,nt,103.2,nt,6.4%,0.1%,nt
CN(C(=O)c1ccc2c(c1)CCN2S(C)(=O)=O)c1ccccc1,-1.5%,nt,-37.8,0.8%,-5.9%,-6.5%,0.2%
Cc1nc(NC(=O)c2ccc3c(c2)OCCO3)ccc1Br,-29.8%,-22.8%,34.1,-8.3%,-4.2%,-10.3%,-11.3%
c1cncc(CNCCc2ccc3c(c2)OCO3)c1,-10.1%,0.0%,14.1,-7.6%,-0.1%,8.1%,-2.4%
O=C(NCc1cccnc1)/C(=C/c1ccco1)NC(=O)c1ccccc1,-6.7%,5.8%,-2.6,-2.7%,2.3%,0.0%,3.1%
CN(C1(C)CCS(=O)(=O)C1)S(=O)(=O)c1cccc([N+](=O)[O-])c1 (centres undefined),-11.6%,-3.6%,-26.6,?,-5.5%,-1.9%,nt
COC(=O)/C(=C/c1c[nH]c2ccccc12)NC(C)=O,-13.6%,-4.1%,-6.3,-14.0%,-3.4%,3.5%,-0.8%
Cc1ccc(S(=O)(=O)N2CCCC2C(=O)OCc2ccccc2)cc1 (centres undefined),-5.7%,6.4%,-29.6,?,5.9%,-8.7%,1.3%
COc1ccc(NS(=O)(=O)c2ccc(NC(=O)C3CCCO3)cc2)cc1 (centres undefined),-36.2%,-15.3%,23.4,2.8%,-16.8%,0.0%,6.6%
Cc1ccc(O)c(NC(=S)NC(=O)C(C)C)c1,-16.5%,2.2%,37.0,-4.1%,35.2%[activator],-6.8%,1.4%
Cc1nc2ccccc2c(=O)n1/N=C/c1ccccc1Cl,-16.4%,4.2%,26.7,-8.4%,6.4%,2.9%,-3.6%
C=CCN1C(=O)CSC1=Nc1cccc(O)c1,-8.4%,-1.0%,6.9,-11.0%,-10.0%,-8.6%,-2.5%
O=C(O)c1cncc(Br)c1,-4.1%,-1.3%,8.1,-1.4%,-4.7%,-3.7%,-3.1%
CCN(CC)S(=O)(=O)c1ccc(NC(=O)CO/N=C(\N)c2ccccc2)cc1,-19.2%,-1.1%,10.0,-12.5%,17.7%,-2.6%,nt
CC(=O)c1ccc(N2CCN(S(=O)(=O)c3ccc4c5c3CC(=O)N5CC(C)S4)CC2)cc1 (centres undefined),58.1%,?,nt,-0.1%,13.4%,2.4%,2.0%
COc1ccccc1Oc1ccc(S(=O)(=O)N2CCOCC2)cc1S(=O)(=O)N1CCOCC1,165.6%[activator],-18.1%,-29.2,-7.1%,-7.0%,5.2%,3.6%
O=C(Nc1ccccc1C(=O)OCc1cc(=O)n2ccsc2n1)c1cccc(F)c1,nt,-0.3%,-36.2,-11.0%,nt,9.0%,nt
CCCC1NC(=S)N(C2CCCCC2)C1=O (centres undefined),-15.0%,-3.8%,13.8,-8.7%,-2.5%,-4.8%,0.5%
CCCNC(=O)c1nnsc1S(=O)c1ccc(Cl)cc1 (centres undefined),-44.6%,0.316µM*,-101.5*,-14.8%,-1.5%,-12.5%,-4.5%

Gathered by group: the entries above containing a nitro group on carbon
SMILES,AmpC inh no detg,Sm TGR inh,HCMV inh,AmpC inh detg,AMA1-RON2 inh,Tb PYK inh,LmPK inhibitor
Cc1cc([N+](=O)[O-])ccc1NC(=O)c1cncc(Br)c1,-10.5%,-1.8%,?,-8.8%,3.7%,-1.0%,2.5%
CN(C1(C)CCS(=O)(=O)C1)S(=O)(=O)c1cccc([N+](=O)[O-])c1 (centres undefined),-11.6%,-3.6%,-26.6,?,-5.5%,-1.9%,nt

Screening data (PubChem)
